LAP4-GFP MLPCN – modulators of LAP4-GFP expression in yeast, primary screen, S. cerevisiae, multiplex flow cytometry, MLPCN library; 3 h; median GFP as percent of DMSO wells; GFP response vs DMSO, % at 10 µM; actives 0.34% (n = 320,000); AID 2023, 2009;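 active = GFP response vs DMSO above a set limit, about the screen mean plus 3 SD, cut at about 150% in these data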
AHR activator – AHR activators, primary screen, cell-based, luminescence, luciferase reporter, human; AHR-responsive luciferase reporter cells; activation, % at 5 µM; actives 2.5% (n = 320,000); AID 2796, 2010; in the data active = activation above about 47%;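 note: 0% = vehicle wells and 100% = reference agonist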
Target sequence (P35869 whole entry, looked up): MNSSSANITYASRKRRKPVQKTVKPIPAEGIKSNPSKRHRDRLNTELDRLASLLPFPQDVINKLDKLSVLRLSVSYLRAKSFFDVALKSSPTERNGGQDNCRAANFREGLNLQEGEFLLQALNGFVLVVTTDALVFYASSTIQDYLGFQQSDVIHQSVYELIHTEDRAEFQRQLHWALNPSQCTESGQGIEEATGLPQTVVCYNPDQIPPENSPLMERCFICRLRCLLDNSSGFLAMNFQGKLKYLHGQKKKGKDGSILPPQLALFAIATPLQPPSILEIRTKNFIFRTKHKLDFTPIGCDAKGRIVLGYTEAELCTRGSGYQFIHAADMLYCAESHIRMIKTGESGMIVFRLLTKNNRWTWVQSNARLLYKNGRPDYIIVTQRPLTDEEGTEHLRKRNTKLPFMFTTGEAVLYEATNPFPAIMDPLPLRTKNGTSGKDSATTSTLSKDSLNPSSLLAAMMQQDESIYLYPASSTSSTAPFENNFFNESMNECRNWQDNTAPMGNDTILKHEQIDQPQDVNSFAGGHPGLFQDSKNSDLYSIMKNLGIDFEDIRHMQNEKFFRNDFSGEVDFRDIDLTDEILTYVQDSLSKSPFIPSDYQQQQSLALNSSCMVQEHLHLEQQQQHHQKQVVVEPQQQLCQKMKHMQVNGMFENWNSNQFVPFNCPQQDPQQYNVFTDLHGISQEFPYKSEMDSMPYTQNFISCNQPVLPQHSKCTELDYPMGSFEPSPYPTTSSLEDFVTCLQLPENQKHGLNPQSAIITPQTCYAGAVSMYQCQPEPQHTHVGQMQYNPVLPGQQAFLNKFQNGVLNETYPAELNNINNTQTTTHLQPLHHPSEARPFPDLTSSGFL
CIT2 TOR yeast – modulators of CIT2-GFP expression in yeast, primary screen, S. cerevisiae, GFP fusion, multiplex flow cytometry, MLPCN library. S. cerevisiae CIT2-GFP strain, 3 h; 100 means same as DMSO wells. GFP response vs DMSO, % at 10 µM. actives 0.065% (n = 320,000). AID 2029, 2009;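 active = GFP response relative to DMSO above a set limit, near the screen mean plus 3 SD, cut at about 150% in these data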;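 note: ratio of well median GFP fluorescence to mean of DMSO wells on the plate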
MEP2-GFP yeast – modulators of MEP2-GFP levels in yeast, primary screen, S. cerevisiae, multiplex flow cytometry, MLPCN library. S. cerevisiae MEP2-GFP strain, 3 h; 100% = DMSO control level. GFP response vs DMSO, % at 10 µM. actives 0.51% (n = 330,000);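 active = GFP response versus DMSO above a set limit, roughly screen mean plus 3 SD, cut at about 180% in these data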;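 note: median GFP fluorescence of the barcode-gated MEP2-GFP cells per well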
Yeast superoxide – reduction of superoxide in aged yeast, primary screen, HTS. actives 0.18% (n = 330,000). AID 2690, 2010. S. cerevisiae aged cells, superoxide DHE fluorescence; active compounds read low. superoxide response (% of plate mean), % at 10 µM;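 active = superoxide response under a set limit, about three screen SD below normal, cut at about 65% in these data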;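 note: yeast aged for seven days with compound at 30 °C before DHE staining; 100% = average MFI of all compound-treated wells on the plate with controls excluded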
AGP1-GFP MLPCN – modulators of AGP1-GFP expression in yeast TOR pathway, primary screen, cell-based, multiplex flow cytometry, S. cerevisiae, MLPCN library | 3 h; GFP as percent of DMSO wells | GFP response vs DMSO, % at 10 µM | actives 0.02% (n = 320,000);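 active = GFP response relative to DMSO above a set limit, near screen average plus 3 SD, cut at about 150% in these data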;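 note: median GFP channel fluorescence of the gated AGP1 strain per well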
Efflux pump mplx – inhibitors of Candida efflux pumps in yeast, primary screen, S. cerevisiae, Nile Red, multiplex. S. cerevisiae Candida pump triplex. inhibition, % at 10 µM. actives 0.44% (n = 330,000). AID 485275, 2010;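 active = plate passing quality check with inhibition over a set limit, or well fluorescence over plate mean plus 4 SD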;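 note: Nile Red retained in pooled yeast measured as flow cytometry median fluorescence; 0% = buffer negative control and 100% = Enniatin B positive control; higher means more Nile Red kept so more efflux inhibition; some compounds called inactive have numbers as strong as hits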
RPL19A-GFP yeast – RPL19A-GFP expression modulators in yeast, primary screen, cell-based, S. cerevisiae, multiplex flow cytometry, MLPCN. S. cerevisiae RPL19A-GFP strain, 3 h; active compounds read low. percent response vs DMSO, % at 10 µM. actives 0.3% (n = 330,000). AID 2025, 2009;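 active = percent response vs DMSO below 50%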;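 note: median channel GFP fluorescence of the barcoded RPL19A-GFP strain; ratio of sample median GFP to plate DMSO average so 100% = DMSO; lower means less RPL19A-GFP as with rapamycin TOR inhibition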
An asterisk follows results filed as active; . = no result given.

SMILES	LAP4-GFP MLPCN	AHR activator	CIT2 TOR yeast	MEP2-GFP yeast	Yeast superoxide	AGP1-GFP MLPCN	Efflux pump mplx	RPL19A-GFP yeast
C=CCOc1nc2sc(C)c(C)c2c(=O)n1-c1ccccc1	97	.	107	106	98	100	0.0	100
O=C(NCc1ccco1)c1cnn2c(C(F)(F)F)cc(-c3ccco3)nc12	109	7	102	106	112	105	-0.1	104
CC(=O)c1ccc(NC(=O)COC(=O)c2ccc(F)cc2F)cc1	104	0	100	100	109	98	-0.2	98
CCN(CC)C(=O)Cn1cc(S(=O)(=O)CC(=O)Nc2ccc(OC)c(OC)c2)c2ccccc21	98	-2	98	96	72	97	0.1	102
O=C(N=C1SC2CS(=O)(=O)CC2N1c1cccc(Cl)c1Cl)C1CC1 (configuration not stated)	96	1	100	98	90	100	0.0	99
CCCN1C2CCCC1CC(NC(=O)c1ccc(Br)cc1)C2 (configuration not stated)	86	2	104	98	119	105	0.2	104
Cc1ccc(Nc2c([N+](=O)[O-])c(=O)n(C)c3ccccc23)cc1	94	8	93	102	101	94	0.0	93
CCOC(=O)C1CCN(S(=O)(=O)c2ccc3[nH]c(=O)c(=O)[nH]c3c2)CC1	100	0	95	98	94	104	-0.1	98
O=C(Nc1cccc(Cl)c1N1CCCC1)c1ccco1	94	2	109	105	115	101	-0.1	107
COc1cccc(C2=CC(c3ccccc3)n3ncnc3N2)c1 (configuration not stated)	99	21	91	99	114	86	0.1	98
CCCN1C/C(=C/c2ccc3c(c2)OCO3)C(=O)/C(=C/c2ccc3c(c2)OCO3)C1	100	1	93	97	114	97	0.4	104
Cc1onc(-c2c(Cl)cccc2Cl)c1C(=O)N1CCOCC1	103	-2	103	105	102	102	-0.1	101
CCOC(=O)C(C(=O)OCC)c1cc(Br)c2noc3c2c1C(=O)c1ccccc1-3	143	8	89	111	113	86	0.8*	93
CC(C)(Oc1ccc(Cl)cc1)C(=O)OCC(=O)N1CCCC1	100	0	91	99	99	96	0.2	97
Cc1c(NS(=O)(=O)c2cc(C(=O)NCc3cccnc3)cc(Cl)c2Cl)c(=O)n(-c2ccccc2)n1C	99	60*	95	108	93	101	0.2	101
CCc1ccc(NC(=O)CN(c2cc(C)cc(C)c2)S(=O)(=O)c2c(C)[nH]c(=O)[nH]c2=O)cc1	108	2	108	116	86	109	0.1	106
Nc1cccc(-c2nc3ccccc3s2)c1	94	116*	.	99	95	94	-0.1	102
O=C(COC(=O)c1ccccc1OC(F)F)Nc1ccc2[nH]c(=O)[nH]c2c1	86	1	92	97	88	93	0.0	89
CC(C)(C)C1=C(C#N)C(c2cccnc2)C(C#N)=C(N)O1 (configuration not stated)	104	0	92	96	96	116	-0.2	97
Cc1ccc(C)c(-n2ccnc2SCC(=O)c2c(N)n(C3CC3)c(=O)[nH]c2=O)c1	101	-1	104	103	83	105	0.0	103
CCOC(=O)CNC(=O)C(Cc1ccccc1)NC(=O)OCc1ccccc1 (configuration not stated)	98	4	103	95	92	105	0.0	99
C/C(CC(=O)Nc1cc(C)ccn1)=N\NC(=O)c1cccc(F)c1	93	2	91	183*	102	14	-0.3	70
COc1cccc(C(=O)OCCN2C(=O)c3ccccc3C2=O)c1OC	95	4	97	103	107	95	0.0	98
Cc1nc(N2CCNCC2)c2c3c(sc2n1)CCCC3	90	1	102	99	104	98	0.2	97
C=CCn1c(O)c(C=Nc2ccccc2)sc1=S	120	6	88	96	93	98	0.0	96
CCc1ccccc1N1CC(C(=O)Nc2cc(C)on2)CC1=O (configuration not stated)	88	0	103	97	99	99	0.0	102
CCCc1cc(=O)oc2c(C)c(OCC(=O)NCCN3CCOCC3)ccc12	91	21	92	98	108	97	-0.1	94
Cc1ccc2[nH]c(=O)c(CN(Cc3cccnc3)C(=O)c3ccncc3)cc2c1	90	3	98	99	91	100	-0.2	101
Cc1cc(N2CCC(C(N)=O)CC2)nc(-c2ccccc2)n1	94	5	99	98	99	99	-0.1	91
O=C(COc1ccc(C(=S)N2CCCC2)cc1)Nc1ccc(F)cc1	93	-1	97	96	99	93	-0.2	99

Complete entries, looked up by structure. Screens in order: LAP4-GFP MLPCN, AHR activator, CIT2 TOR yeast, MEP2-GFP yeast, Yeast superoxide, AGP1-GFP MLPCN, Efflux pump mplx, RPL19A-GFP yeast
CCCN1C/C(=C/c2ccc3c(c2)OCO3)C(=O)/C(=C/c2ccc3c(c2)OCO3)C1 is entered as 100, 1, 93, 97, 114, 97, 0.4, 104
O=C(COc1ccc(C(=S)N2CCCC2)cc1)Nc1ccc(F)cc1 is entered as 93, -1, 97, 96, 99, 93, -0.2, 99
COc1cccc(C(=O)OCCN2C(=O)c3ccccc3C2=O)c1OC is entered as 95, 4, 97, 103, 107, 95, 0.0, 98
CC(C)(C)C1=C(C#N)C(c2cccnc2)C(C#N)=C(N)O1 (configuration not stated) is entered as 104, 0, 92, 96, 96, 116, -0.2, 97

(cont.)
SMILES	LAP4-GFP MLPCN	AHR activator	CIT2 TOR yeast	MEP2-GFP yeast	Yeast superoxide	AGP1-GFP MLPCN	Efflux pump mplx	RPL19A-GFP yeast
Cn1c(SC2C(=O)CC(C)(C)CC2=O)nnc1-c1ccco1	99	0	97	107	111	109	0.0	98
CCOc1ccc(CCNC(=O)CSc2cc(=O)n(CC)c3ccccc23)cc1OCC	102	7	101	105	97	102	0.1	105
C[N+]1(CCN2C(=O)C3CC=C(Cl)CC3C2=O)CCOCC1 (configuration not stated)	93	2	99	98	121	98	-0.2	95
COc1cc(C(C)=O)ccc1OCC(O)Cn1nc(C)c(Br)c1C (configuration not stated)	99	.	95	103	105	99	-0.1	103
CCc1ncc(C(=O)c2ccc(OC)cc2)n1C	96	-1	95	98	104	92	0.0	95
CC(C)(C)c1csc(NC(=O)Cn2c(=O)oc3ccccc32)n1	108	2	116	111	107	109	-0.1	110
CC(C)(CNS(=O)(=O)c1ccc(Br)s1)N1CCOCC1	100	0	98	96	114	96	0.1	96
N#Cc1ccccc1NC(=S)NC(=O)C1CCC1	73	.	103	102	100	90	0.1	109
O=C(NC1CC1)C1CCN(C2CCN(C(=O)CCOc3ccccc3)CC2)CC1	108	0	99	106	83	105	0.1	102
Nc1nnc(SCC(=O)N2CCN(c3ccccc3)CC2)s1	101	5	89	103	117	100	0.0	93
O=C(Nc1nc(-c2ccccn2)cs1)C1CCCC1	115	17	95	105	94	99	0.0	94
COc1cc2c(cc1OC)-c1cc(Nc3ccc(C(=O)O)cc3)nc(=O)n1CC2	104	1	111	116	102	111	-0.1	110
COc1cc(/C=C/C(=O)OCC(=O)NC2CC2)cc(S(=O)(=O)N2CCc3ccccc32)c1OC	103	3	118	102	95	100	-0.1	102
CCc1ccc(CNC(=O)Cn2nc(-c3ccccc3)ccc2=O)cc1	102	10	97	96	108	96	-0.2	99
Cc1c(-c2ccccc2)cn2c1-c1ccc(C)n1CC2	104	4	96	106	96	101	0.0	97

Marked active in Efflux pump mplx, among the entries above:
SMILES	LAP4-GFP MLPCN	AHR activator	CIT2 TOR yeast	MEP2-GFP yeast	AGP1-GFP MLPCN	Efflux pump mplx	RPL19A-GFP yeast
CCOC(=O)C(C(=O)OCC)c1cc(Br)c2noc3c2c1C(=O)c1ccccc1-3	143	8	89	111	86	0.8*	93

(more compounds)
SMILES	LAP4-GFP MLPCN	AHR activator	CIT2 TOR yeast	MEP2-GFP yeast	Yeast superoxide	AGP1-GFP MLPCN	Efflux pump mplx	RPL19A-GFP yeast
O=C(COC(=O)C1COc2ccccc2O1)NC(=O)Nc1ccc2c(c1)OCCO2 (configuration not stated)	109	11	114	120	94	102	-0.1	103
Cc1ccc(N(CC(=O)NCCSCc2ccco2)S(=O)(=O)c2ccc(F)cc2)cc1	96	4	99	94	102	107	0.0	99
CCCCC#Cc1cncc(C(=O)N/N=C/c2cccc(OC)c2)c1	120	18	95	102	93	103	0.2	95
CCOC(=O)c1c(NC(=O)COc2ccccc2F)sc2c1CC(C)(C)NC2(C)C	106	-4	111	100	100	106	0.0	98
COc1ccc(NC(=O)CCN2C(=O)C3CC=C(Cl)CC3C2=O)cc1 (configuration not stated)	111	-2	91	106	93	102	0.1	103
Cc1nn(C)cc1CNCc1c(C(=O)N2CCCCC2)nc2c(C)cccn12	104	0	101	99	94	107	-0.1	96
CC1CCN(C(=O)c2ccc(N3C(=O)c4ccccc4C3=O)cc2)CC1	98	-4	98	109	91	96	0.2	98
CC(OC(=O)CC1CC2CCC1C2)C(=O)Nc1cccc(S(=O)(=O)N2CCOCC2)c1 (configuration not stated)	99	-2	91	91	90	103	-0.1	94
Cn1cc(S(=O)(=O)CC(=O)Nc2ccc3c(c2)OCO3)c2ccccc21	93	22	101	95	90	100	-0.1	95
COc1ccc(-c2noc(CCCc3ccccc3)n2)cc1OC	90	6	.	101	98	99	0.1	99
CC(CCCC(C)(C)O)NC(=O)c1ccc(OC2CCN(C(=O)C3CC3)CC2)cc1 (configuration not stated)	104	-1	95	96	101	94	0.1	95
COc1ccc(NC(=O)CSCC(=O)Nc2ccccc2N2CCCCC2)cc1	116	2	104	98	88	101	-0.1	94
COc1ccc([N+](=O)[O-])cc1NC(=O)Nc1ccccc1	72	18	99	87	97	95	0.3	91
CC1(C(=O)NCc2cc(F)cc(C(F)(F)F)c2)C=CC2(CCCCC2)N1C(=O)c1ccccc1 (configuration not stated)	116	-3	89	92	101	85	-0.2	95
CCOc1ccc(-c2c(=O)n(OCc3ccccn3)c3ccccc3[n+]2[O-])cc1	101	-6	93	99	98	99	0.0	99
O=C(COc1ccccc1)NCc1cccs1	111	0	103	121	122	100	0.3	104
Cc1cc2cc(CCNC(=O)c3ccc(C)c([N+](=O)[O-])c3)c(=O)[nH]c2cc1C	92	1	101	102	115	105	-0.1	99
NS(=O)(=O)c1ccc(CNC(=O)CNC(=O)c2ccc(Br)o2)cc1	107	-1	85	91	100	93	0.3	93
N#CC1=C(N)Oc2c(oc(CO)cc2=O)C1c1ccccc1[N+](=O)[O-] (configuration not stated)	104	11	101	90	123	93	-0.1	96
COc1ccc(NC(=O)C2CC3CCC2C3)c(OC)c1 (configuration not stated)	92	2	81	89	104	82	0.0	94
CC(C)c1nc(NCCO)c(C#N)c2c1CCCC2	105	-3	100	94	112	101	0.1	97
CC(/C=N/NC(=O)Cn1nnc(N)n1)=C\c1ccc(C(C)C)cc1	105	12	102	90	107	100	-0.1	100
COc1ccc(-c2nnn(CCc3nn[nH]n3)n2)cc1OC	88	-2	81	94	112	98	0.1	99
O=C(O)c1ccc(N/N=C2/CCSc3ccc(F)cc32)cc1	105	2	95	97	93	88	-0.2	88
N#Cc1ccc(CSc2nnc(-c3cccs3)n2-c2ccccc2)cc1	103	-3	100	104	101	105	0.0	103
CN1C(C(=O)NCc2cccc(Br)c2)CC2Cn3c(nc4cc(Cl)c(Cl)cc43)C21 (configuration not stated)	100	0	93	98	96	100	-0.1	92
CC(C)(Cc1ccccc1)/[N+]([O-])=C\c1ccccc1	107	4	89	99	89	102	-0.1	95
O=C(NC12CC3CC(CC(C3)C1)C2)c1cccnc1	109	2	101	116	104	117	0.0	99
CNC(=O)COC(=O)/C=C/c1cn(-c2ccccc2)nc1-c1ccc2c(c1)OCCO2	108	7	96	100	99	103	0.5	96
COc1cc(NC(=O)CCCNC(=O)Cn2cnc3sc4c(c3c2=O)CCCC4)cc(OC)c1OC	86	-2	92	97	104	83	0.1	98
CN(C)S(=O)(=O)Oc1ccsc1C(=O)Nc1ccc(Cl)cc1	111	5	85	104	113	96	0.0	100
COCCCN1CN(S(=O)(=O)c2ccc(Cl)cc2)c2nc3ccccc3nc21	92	1	93	98	90	89	-0.2	89
CC(NC(=O)c1ccc(N2CCCC2=O)cc1)c1ccccc1 (configuration not stated)	101	0	100	101	89	105	-0.3	100
O=S(=O)(c1ccc(Cl)cc1)c1cc(O)ccc1O	101	-3	108	105	113	108	-0.1	108

Bioassay records (PubChem)

Random draw from the library; any-hit rate near 3.9%.
